High-throughput results as filed in PubChem BioAssay.
EphB4 ephrin blk = EphB4-ephrin-B2 interaction antagonists, primary screen, biochemical, TNYL-RAW peptide probe, fluorescence polarization; EphB4 LBD / TNYL-RAW-Alexa532 peptide; inhibition, % at 7 µM; 97,000 compounds, 0.15% hits; AID 720, 2007;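 active = inhibition above the screen-wide mean inhibition plus 3 SD, cut at about 15% in these data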;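 also: 0% = DMSO wells and 100% = excess unlabeled TNYL-RAW peptide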
Target sequence (P54760 whole entry, looked up, the tested form may be a part): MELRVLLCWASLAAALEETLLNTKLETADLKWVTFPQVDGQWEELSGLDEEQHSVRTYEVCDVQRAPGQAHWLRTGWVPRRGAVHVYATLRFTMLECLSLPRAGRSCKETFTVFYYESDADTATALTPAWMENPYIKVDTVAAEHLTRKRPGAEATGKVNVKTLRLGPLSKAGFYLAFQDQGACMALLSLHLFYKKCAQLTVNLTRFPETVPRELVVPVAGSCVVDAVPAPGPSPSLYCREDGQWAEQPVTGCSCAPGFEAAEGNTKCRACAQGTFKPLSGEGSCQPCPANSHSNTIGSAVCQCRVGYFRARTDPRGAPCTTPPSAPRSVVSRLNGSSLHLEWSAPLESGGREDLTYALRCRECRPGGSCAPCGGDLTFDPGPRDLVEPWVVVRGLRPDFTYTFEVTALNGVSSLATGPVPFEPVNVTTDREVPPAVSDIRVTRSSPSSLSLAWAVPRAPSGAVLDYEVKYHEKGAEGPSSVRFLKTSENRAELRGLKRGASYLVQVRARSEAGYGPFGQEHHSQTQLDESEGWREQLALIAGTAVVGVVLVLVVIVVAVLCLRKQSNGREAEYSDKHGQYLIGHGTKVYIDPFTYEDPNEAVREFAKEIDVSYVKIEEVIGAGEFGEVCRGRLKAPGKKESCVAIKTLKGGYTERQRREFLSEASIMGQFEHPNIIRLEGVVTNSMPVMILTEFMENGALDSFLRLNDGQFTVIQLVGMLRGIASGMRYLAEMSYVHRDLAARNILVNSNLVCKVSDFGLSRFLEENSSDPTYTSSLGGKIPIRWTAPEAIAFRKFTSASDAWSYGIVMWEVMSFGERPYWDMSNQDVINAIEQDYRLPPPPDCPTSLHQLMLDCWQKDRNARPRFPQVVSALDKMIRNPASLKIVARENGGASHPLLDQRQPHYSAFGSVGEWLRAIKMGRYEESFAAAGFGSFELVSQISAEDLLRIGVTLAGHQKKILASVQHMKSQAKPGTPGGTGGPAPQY
CYP2C9 inhib = blockers of cytochrome P450 2C9 activity – biochemical, luminescence, ADME assay, primary screen; inhibition, % at 5 µM; CYP2C9 Supersomes, luciferin-H conversion; AID 777, 2007; P11712; 96,000 compounds, 20% hits;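 active = blocking of liver enzyme CYP2C9 beyond about 50% at 5 µM, limit read from the data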; also: values of inactives mirror those of a sister screen read the other way
CYP2C9 activ = human CYP2C9 activators, primary screen, biochemical, luminescence | recombinant CYP2C9, luciferin-H conversion; stronger effect = higher value; factor 1 = untreated enzyme, 0 = blocked | activation factor at 5 µM | 96,000 compounds, 1.4% hits;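 active = activation factor of 2 or more for CYP2C9 at a 5 µM dose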;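 also: 0 = sulfaphenazole-blocked wells and 1 = vehicle-only wells; values of inactives mirror those of a sister screen read the other way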
HIV Rev-RRE inh = HIV-1 Rev-RRE binding inhibitors, primary screen, biochemical, FRET, protein-RNA interaction | 97,000 compounds, 0.79% hits | P05866 | Rev peptide-RRE RNA binding | inhibition, % at 8 µM | AID 704, 2007;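 active = inhibition above the screen-wide mean plus 3 SD, cut at about 35% in these data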;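 also: 0% = median DMSO wells and 100% = median Neomycin B control wells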
Target sequence (P05866 whole entry, looked up): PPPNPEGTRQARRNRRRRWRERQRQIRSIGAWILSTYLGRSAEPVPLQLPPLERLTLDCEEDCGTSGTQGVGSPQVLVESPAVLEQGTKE
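Assay system: Rev peptide and RRE RNA, both fluorescently labelled; times: 5 min preincubation and 15 min binding, 25 °C; detection: FRET, ex 480 nm, em 540 and 671 nm; read-out basis: % inhibition from 671/540 nm acceptor-to-donor ratio, scaled between controls; benchmarks: DMSO low control, neomycin B high control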
Plk1 PBD FP = Plk1 polo box domain binding inhibitors, primary screen, biochemical, fluorescence polarization. Serine/threonine-protein kinase PLK1 (Homo sapiens), P53350. Plk1 PBD phosphopeptide binding. inhibition, %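 (tested at about 20 µM)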. 97,000 compounds, 0.13% hits. AID 693, 2007; in the data active = inhibition above about 34%, passing the limit was not always enough
PTPN22 act = LYP phosphatase activators, primary screen, biochemical, DiFMUP fluorescence, 2 µM. 96,000 compounds, 0.11% hits. recombinant LYP; 0 = plate median, 100 = signal doubled. AID 697, 2007. activation, % at 2 µM;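 active = activation at 2 µM above a set limit, the mean plus 5 SD, cut at about 37% in these data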
PLK1 inh = human PLK1 kinase inhibitors, primary screen, biochemical, TR-FRET. recombinant PLK1 kinase, TR-FRET peptide phosphorylation. inhibition, % at 10 µM. 97,000 compounds, 0.53% hits. AID 619, 2007;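 active = inhibition of 50% or more in the single-concentration screen; inactive = inhibition below 50%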;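 also: 0% = DMSO max control and 100% = H-89 dihydrochloride min control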
Calb biofilm kill = clotrimazole potentiators killing Candida biofilms, primary screen, with clotrimazole, Alamar Blue | C. albicans biofilm + clotrimazole | 85,000 compounds, 0.14% hits | inhibition, % at 6 µM;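 active = inhibition above 20%; inactive = inhibition below 20%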;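 also: preformed 24 hr biofilms exposed to compound for 48 hr; 0% = biofilm without compound and 100% = blank killed by clotrimazole plus chlorhexidine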
LYP inh 2 = PTPN22 phosphatase inhibitors, primary screen, biochemical, DiFMUP fluorescence, 2 µM; Tyrosine-protein phosphatase non-receptor type 22 (Homo sapiens), Q9Y2R2; recombinant LYP catalytic domain; inhibition, % at 2 µM; 96,000 compounds, 0.21% hits;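 active = inhibition at 2 µM at or above a set limit, the screen mean plus 3 SD, cut at about 24% in these data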;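 also: 0% = DMSO with enzyme and 100% = enzyme fully blocked by orthovanadate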
Numbers without * were called inactive; nt = not tested or not shown; [ ] = remark or other dose.

SMILES	EphB4 ephrin blk	CYP2C9 inhib	CYP2C9 activ	HIV Rev-RRE inh	Plk1 PBD FP	PTPN22 act	PLK1 inh	Calb biofilm kill	LYP inh 2
C/C(=N\OCC(=O)N/N=C/c1ccc(C)cc1O)c1cccs1	3	-1	1	7	-19	12	-19	5	-12
CCOC(=O)N1CCN(c2c(N3CCOCC3)c(=O)c2=O)CC1	-8	7	0.9	1	6	14	-10	2	-17
CCCCN(C)C(=O)CCC(=O)Nc1ccc2nc(N3CCOCC3)cc(C)c2c1	-9	4	1	5	-20	-2	-16	nt	-1
CC1CCN(CCC(=O)Nc2ccc(Br)cc2)CC1	7	nt	nt	-6	12	-7	-9	5	6
Cc1cccc(Nc2ncnc3ccccc23)c1	-3	46	0.5	8	-36	13	3	nt	-16
O=C(CN1CCN(c2ccccc2F)CC1)c1c[nH]c2ccc(F)cc12	3	47	0.5	9	-18	17	-2	5	-16
Cn1c(=O)[nH]c(=O)c2c1nc(N1CCCCC1)n2CC(O)CN1CCCCC1 (stereo not drawn)	-6	-11	1.1	5	12	6	-3	9	-8
COc1ccc(S(=O)(=O)NCCc2ccc(F)cc2)cc1	-3	38	0.6	5	2	-7	-9	1	3
Cc1nc(N)nc(-c2ccccc2O)n1	-4	31	0.7	1	-4	-1	2	7	2
COc1cccc(NC(=O)c2ccn(C)n2)c1	8	nt	nt	9	-18	6	-7	2	-5
COc1ccc(Cn2c(N)c(S(=O)(=O)c3cccs3)c3nc4ccccc4nc32)cc1	-7	24	0.8	-1	-26	4	-3	nt	-1
Cc1c2c(nc3nc4ccccc4n13)CC(C)(C)CC2=O	-2	6	0.9	0	-12	8	0	3	-5

Some entries already given with just Plk1 PBD FP:
SMILES | Plk1 PBD FP
Cc1c2c(nc3nc4ccccc4n13)CC(C)(C)CC2=O | -12
CC1CCN(CCC(=O)Nc2ccc(Br)cc2)CC1 | 12
Cc1nc(N)nc(-c2ccccc2O)n1 | -4

An excerpt of these results, with values under each structure:
Sequence of screens: EphB4 ephrin blk	CYP2C9 inhib	CYP2C9 activ	HIV Rev-RRE inh	Plk1 PBD FP	PTPN22 act	PLK1 inh	Calb biofilm kill	LYP inh 2
- COc1ccc(Cn2c(N)c(S(=O)(=O)c3cccs3)c3nc4ccccc4nc32)cc1
→ -7	24	0.8	-1	-26	4	-3	nt	-1
- CCCCN(C)C(=O)CCC(=O)Nc1ccc2nc(N3CCOCC3)cc(C)c2c1
→ -9	4	1	5	-20	-2	-16	nt	-1

Other entries
SMILES	EphB4 ephrin blk	CYP2C9 inhib	CYP2C9 activ	HIV Rev-RRE inh	Plk1 PBD FP	PTPN22 act	PLK1 inh	Calb biofilm kill	LYP inh 2
Cc1occc1C(=O)NNC(=O)NC12CC3CC(CC(C3)C1)C2	4	-4	1	4	-6	-3	-1	nt	6
O=C(NCC1CCCO1)C1c2ccccc2C(=O)N1C1CCCCCCC1 (stereo not drawn)	-1	-24	1.2	0	-14	-5	-6	4	2
CC(Sc1ccsc1[N+](=O)[O-])C(=O)NCCc1ccc(Cl)cc1 (stereo not drawn)	-1	70*	0.3	10	-7	-1	-11	2	2
O=C(NNc1nc2ccccc2s1)C1CC1	5	-6	1.1	8	-13	3	-14	nt	0
COc1nc(N(c2ccccc2)c2ccccc2)nc(-n2ccnc2)n1	-3	64*	0.4	12	-17	-9	-10	6	9
CCOC(=O)c1cnc(SCC(=O)N2CCN(C(=O)c3ccco3)CC2)nc1N	-6	28	0.7	-3	2	-4	3	8	5
O=c1cc(C(F)(F)F)c2sc(N3CCCCC3)nc2[nH]1	7	17	0.8	6	8	5	-3	8	-6
O=C(Cn1nc(C(F)F)cc1C(F)F)NNC(=S)Nc1ccc(F)cc1	-2	34	0.7	5	8	2	-12	nt	1
COc1cc(C2CC(=O)N(CC(=O)NCc3ccco3)c3ccccc3S2)cc(OC)c1OC (stereo not drawn)	8	71*	0.3	5	1	-9	-6	4	10
CC(C)(C)NC(=O)C(c1ccc(F)cc1)N(Cc1ccco1)C(=O)c1csnn1 (stereo not drawn)	-3	-1	1	-2	11	4	-13	0	-5
CCOc1ccccc1-n1c(SCC(=O)NC2CCCC2)nnc1-c1ccoc1C	-4	74*	0.3	-1	6	-4	-14	-5	8
CCOC(=O)C1CCCN(C(=O)c2cc(Nc3ccc(OC)cc3)nc3ccccc23)C1 (stereo not drawn)	7	77*	0.2	9	-26	4	-4	6	-4
CCCCCC(=O)Nc1cc(N(C)C)nc2ccccc12	7	10	0.9	10	2	8	-3	-1	-10
CC(C)CC(=O)NN(C)c1nc(-c2ccccc2)nnc1C(F)(F)F	5	26	0.7	8	1	5	-7	6	-4
CCOc1ccccc1NC(=O)Cn1nnc(C(=O)Nc2ccccc2Cl)c1N	-2	31	0.7	3	-8	-5	-9	3	3
C=CCn1c(CSc2nc3ccccc3s2)nnc1SCC(=O)NCCN1CCOCC1	10	-3	1	2	-45	-3	-12	nt	4
CCc1nc2c(cnn2-c2ccc(Cl)cc2)c(=O)n1-c1ccc(OC)cc1	3	-17	1.2	6	-26	-6	-5	2	4
CCCCCSc1nc2c(c(=O)[nH]c(=O)n2C)n1CC	-10	nt	nt	7	-17	6	-15	nt	-7
CSc1ccc(CCNC(=O)C2CCN(c3nnc(-n4cccc4)s3)CC2)cc1	-4	37	0.6	2	8	-6	-11	6	4
COC(=O)c1ccc(Cl)c(-c2ccc(/C=N/NC(=O)Nc3ccccc3)o2)c1	-2	30	0.7	10	20	6	-13	nt	-6
Oc1c(C=Nc2cccc3cccnc23)sc2ccccc12	6	4	1	133*[fluorescence artefact?]	-130	-4	-240	6	4
Cc1cc(NS(=O)(=O)c2ccc(NC(=O)Nc3ccc4c(c3)OCO4)cc2)no1	2	nt	nt	5	11	-3	-21	5	6
Cc1ccccc1C(=O)c1cccn1CC(=O)NCCN1CCN(c2cccc(C)c2C)CC1	-3	46	0.5	10	-4	7	0	3	-7
Cc1cnc(NC(=O)CSc2nnc(-c3ccc(Cl)cc3Cl)n2N)s1	3	47	0.5	1	-20	4	14	7	-4
CCOC(=O)c1cc(NC(=O)N2CCOCC2)c(C)nc1C	0	3	1	9	14	-7	-7	-4	2
CC1CCCCN1CCNC(=O)c1cc2c(=O)n(C)c3ccccc3c2n1C (stereo not drawn)	-2	1	1	16	-8	11	-6	3	-14
CCOC(=O)C1C(=O)CC(C)(O)C(C(=O)OCC)C1c1ccc(N(CC)CC)cc1 (stereo not drawn)	-4	nt	nt	-4	3	14	-7	4	-15
COc1ccc(NC(=O)C23CC4CC(C2)CC(n2cnc(Br)n2)(C4)C3)cc1Cl	-1	0	1	8	-8	4	-2	nt	-4
CCOc1ccc(NS(=O)(=O)c2cc(Cl)ccc2OC)cc1	-7	91*	0.1	19	-10	0	1	1	-3
O=C(COc1c(F)c(F)cc(F)c1F)NC(=O)NC1CCCC1	-6	12	0.9	-1	-3	20	-5	5	-20
COc1ccc(N2C(=O)CCC(C(C)=O)=C2C)cc1	-4	8	0.9	3	-17	-2	-13	6	0
COc1cc2nc(-c3cccs3)oc(=O)c2cc1OC	-4	nt	nt	-3	27	-5	-17	6	0
CC1=C(C(=O)Nc2ccc(C)cc2C)C(c2ccc(C)o2)NC(=O)N1 (stereo not drawn)	5	-13	1.1	-2	-26	18	-6	9	-17
COC(=O)c1c(-c2ccc(Br)cc2)csc1NC(=O)Cc1ccc(OC)c(OC)c1	7	63*	0.4	2	-42	-13	23	nt	13
Cc1cc(NC(=O)COC(=O)COc2cccc3c2OC(C)(C)C3)no1	-1	-1	1	2	-12	-5	-3	nt	2
CC1CCC(NCc2ccco2)CC1 (stereo not drawn)	-4	-12	1.1	6	18	0	0	7	3
CCC1=NN(C(=O)C(=O)Nc2ccc(OC)cc2)C(O)(C(F)(F)F)C1 (stereo not drawn)	-3	12	0.9	0	45	0	-19	nt	4
C=CCN1C(=O)[C@]2(c3ccccc31)C1CCCC=C1C(C#N)=C(N)C2(C#N)C#N (stereo partly drawn)	0	-4	1	2	-3	-9	-9	4	8
CC1CCc2nc(NCCO)nc(C(F)(F)F)c2C1 (stereo not drawn)	-4	0	1	1	-15	-3	-4	0	3
Cc1cc(=O)oc(C)c1C(=O)N1CCN(C(c2ccccc2)c2ccccc2)CC1	-4	36	0.6	4	31	-2	-6	-6	1
CCN(CC)CCN1C(=O)c2oc3ccccc3c(=O)c2C1c1ccc(C)cc1 (stereo not drawn)	3	8	0.9	2	8	-6	-6	8	4
COc1ccc(-c2nc(N3CCC(C)CC3)[nH]c(=O)c2C#N)cc1	8	-8	1.1	-5	1	1	-12	3	-4
CCNCc1cc(OCC)c(OCC(=O)NCCc2ccccc2)cc1Cl	0	19	0.8	5	-3	1	-16	nt	1
CC1=NCCN1S(=O)(=O)c1ccc(Br)c(C)c1	-4	-80	1.8	1	-15	9	-8	4	-11
CCOc1ccccc1-c1nnc(SCC(=O)NC2CC3CCC2C3)n1CC (stereo not drawn)	0	47	0.5	-1	8	0	-2	7	2
CCCCNC(=O)c1onc(CSc2ccc(C(C)C)cc2)c1C(=O)O	-3	94*	0.1	-2	2	-11	-3	nt	13
O=C(NCCc1ccccc1F)C(=O)Nc1nccs1	-7	7	0.9	1	-12	13	-9	nt	-7
Cc1cc(C)nc(N2C(=O)CC(C(C)c3ccccc3)C2=O)n1 (stereo not drawn)	6	-2	1	-2	-20	-7	-5	5	2
COc1ccc(C2C(C(=O)O)CC(=O)N2c2ccc(OC)cc2)cc1 (stereo not drawn)	1	-6	1.1	5	-23	4	1	9	-6
Cc1[nH]nc(-c2ccc(O)c(C)c2O)c1-c1cnn(-c2ccccc2)c1	-3	99*	0	0	-32	11	-1	3	-12
CC(=O)c1cc2cc(O)ccc2o1	5	35	0.6	4	28	4	-9	2	-6
CC(=O)Oc1ccc(NC(=O)CSc2ccccc2)cc1	2	53*	0.5	7	8	-4	-7	7	0
CCOC(=O)C1CCN(C(=O)c2cc(OCC)c(OCC)c(OCC)c2)CC1	3	32	0.7	-2	-10	10	-7	0	-16
COc1cccc(Sc2ccccc2CN(C)C)c1	2	14	0.9	-2	-30	12	-9	nt	-16
COc1ccc(C2=NOC(C(=O)N3CCCc4ccccc43)C2)cc1 (stereo not drawn)	3	-123	2.2*	6	-9	-4	0	6	3
COc1ccc(CCNC(=O)CC2Oc3ccc(Cl)cc3NC2=O)cc1OC (stereo not drawn)	-2	-51	1.5	-1	-26	10	-12	10	-13
Cc1ccc(-c2ccc(=O)n(CC(=O)NCCCN3CCCCC3)n2)cc1	-8	14	0.9	-2	-10	4	-9	10	-5
Cn1c(N/N=C/c2ccccc2)nc2sc3c(c2c1=O)CCC3	-3	-3	1	4	-11	13	-2	nt	-10
CC(=O)Nc1ccc(SCC(=O)c2cc(C)n(C)c2C)cc1	0	41	0.6	5	-10	-11	-8	-1	13
COc1cccc(CNCCOCCO)c1OC	-7	-8	1.1	4	10	6	2	4	-9
CC(=O)c1ccc(C(C)(C)c2ccc(C(C)=O)s2)s1	-4	50*	0.5	7	11	-7	-8	6	9
Cc1oc(-c2ccccc2F)nc1CS(=O)(=O)CC(=O)NCCN(C)C1CCCCC1	-4	3	1	-1	13	1	5	7	-3
Cc1cc(CSc2ccccc2)ccc1NC(=O)COc1ccccc1	-2	21	0.8	0	7	0	2	nt	5
